HIV peptide binding: inhibitors of HIV fusion peptide binding, primary screen, biochemical, uHTS, fluorescence dequenching (AID 1986) | cell-free peptide binding, fluorescence dequenching, 30 min; higher % means a stronger effect | hit rate 0.3% among 290,000 | inhibition, % at 20 µM, or IC50 in µM where a hit was titrated; in the data active means inhibition mostly above about 52%, no sharp cut-off; inactive means mostly below about 76%; further: some results filed as inactive read as strong as hits
KOR beta-arrestin-1: KOR agonists, beta-arrestin recruitment, primary screen, cell-based, luminescence, uHTS (AID 1777); Kappa-type opioid receptor (Homo sapiens); KOR beta-arrestin recruitment, luminescence; higher % means a stronger effect; one-dose activation, % at 10 µM; EC50 in µM for titrated hits; hit rate 0.02% among 280,000; in the data active means activation above about 50%, passing the limit was not always enough; further: a part of the inactive calls stands beside numbers as strong as those of hits
LYP inhibition: inhibitors of LYP phosphatase, biochemical, fluorescence intensity, uHTS (AID 1779); recombinant LYP phosphatase, fluorescence intensity; higher % means a stronger effect; one-dose inhibition, % at 11.5 µM; IC50 in µM for titrated hits; hit rate 0.054% among 290,000;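 further: plate controls were vehicle with enzyme for no effect and no enzyme for full effect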
PhoP inhibition: inhibitors of PhoP regulon expression, primary screen, Salmonella Typhimurium, GFP reporter (AID 1863). hit rate 0.16% among 300,000. inhibition, % at 50 µM, or IC50 in µM where a hit was titrated. S. Typhimurium PhoP-regulated promoter GFP reporter, 4 h; higher % means a stronger effect;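 active means inhibition over 29.93%, a cutoff 3 SD above the screen mean, later confirmed by dose response; inconclusive means inhibition over 29.93% but no dose response follow-up; inactive means inhibition at most 29.93% or unconfirmed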;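 further: 0% = low Mg2+ inducing control and 100% = high Mg2+ repressing control; strong numbers were not always called active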
NOD1 NF-kB reporter: NOD1 signaling inhibitors, primary screen, cell-based, luminescence, uHTS (AID 1578). NOD1-driven NF-kB luciferase reporter cells, luminescence; higher % means a stronger effect. one-dose inhibition, % at 4 µM; EC50 in µM for titrated hits. hit rate 1% among 290,000; in the data active means inhibition mostly above about 36%, no sharp cut-off; inactive means mostly below about 34%;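 further: HEK-293T reporter cells stimulated with the NOD1 agonist gamma-tri-DAP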
SIAH1 antagonists: Siah-1 peptide-binding antagonists, primary screen, biochemical, fluorescence polarization, rhodamine-plectin, uHTS (AID 1817). E3 ubiquitin-protein ligase SIAH1 (Homo sapiens). Siah-1 / rhodamine-plectin peptide fluorescence polarization; higher % means a stronger effect. one-dose displacement, % at 20 µM; IC50 in µM for titrated hits. hit rate 0.02% among 290,000;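 active means displacement of at least 50% at 20 µM, with a fluorescence ratio check between 0.3 and a set limit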;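 further: plate controls were Siah plus tracer with DMSO for no effect and tracer alone without Siah for full effect; strong numbers were not always called active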
NOD2 inhibition: NOD2 signaling inhibitors, cell-based, luminescence, uHTS, HEK293 (AID 1566); hit rate 0.63% among 290,000; HEK293 NOD2/NF-kB luciferase reporter, luminescence; higher % means a stronger effect; one-dose inhibition, % at 4 µM; EC50 in µM for titrated hits; further: many of its hits are not listed in these tables
KOR beta-arrestin-2: KOR antagonists, beta-arrestin recruitment, cell-based, luminescence, uHTS (AID 1778). KOR beta-arrestin recruitment, luminescence, antagonist mode; higher % means a stronger effect. inhibition, % at 10 µM, or IC50 in µM where a hit was titrated. hit rate 0.091% among 290,000; further: strong numbers were not always called active
Myeloid diff MLP: induction of myeloid progenitor differentiation, primary screen, cell-based, flow cytometry, MLPCN library; ER-HoxA9 myeloid progenitors, lysozyme-GFP differentiation; calls only at 10 µM; hit rate 1% among 360,000; AID 624256, 2012;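 active means normalized GFP-positive differentiation at or above the plate's own cutoff, the solvent-only control mean plus 3 SD; inconclusive means no clear call, values can overlap the other calls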;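 further: cells exposed to compound for four days before flow analysis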
Myeloid diff MLP GFP+ MAC1+ %: second read-out of Myeloid diff MLP, no call of its own (marks repeat the call); GFP+ MAC1+ double positive, %; measured here: differentiation confirmed by MAC1 staining
* hit, by the source's call; i = inactive; ? = inconclusive; nt = no result given; + = active, no number; & = joins results of further samples; [ ] = dose if it differs, or a comment. Unless noted, no stated cut-off is given here; in the data, active means inhibition above about 50%; inactive means the rest. These rows are one share of the data, so the mix of outcomes need not match the whole.

SMILES | HIV peptide binding | KOR beta-arrestin-1 | LYP inhibition | PhoP inhibition | NOD1 NF-kB reporter | SIAH1 antagonists | NOD2 inhibition | KOR beta-arrestin-2 | Myeloid diff MLP | Myeloid diff MLP GFP+ MAC1+ %
O=C(Nc1ccccc1C(F)(F)F)NC1CCCCC1 | -0.5% | 15% | -6% | -5% | -7% | 0% | 9% | 12% | i | 1.1
COC(=O)c1ccc2c(=O)n(CCCCCC(=O)NCc3ccccn3)c(=O)[nH]c2c1 | 24% | 9.2% | -6% | 5% | 0% | -3% | -4% | -48% | i | 0.9
COc1ccc(/C=C/C(=O)NCC(=O)N2CCC(N(C)CCN3CCOCC3)CC2)cc1OC | 1.0% | -2.9% | -6% | 2% | 11% | 4% | 12% | -6% | i | 0.3
O=C(CN1C(=O)c2ccccc2C1=O)Oc1ccc(F)cc1 | -1.8% | -1.8% | -7% | 10% | 3% | -4% | 11% | -8% | nt | nt
Cc1c2c(nc3ccccc13)CCC(C)C2 (stereo not drawn) | -0.8% | -1.4% | 2% | -13% | -22% | -4% | 1% | -20% | i | 0.4
O=C(Nc1ccc(-c2nc3cccnc3s2)cc1)c1ccc(Cl)nc1 | -0.9% | -1.7% | -12% | 2% | 1% | 3% | -38% | 23% | i | 0.3
CC(=O)c1cccc(NC(=O)c2cnn3ccccc23)c1 | -1.7% | 0.1% | -6% | 24% | -1% | -9% | -71% | -22% | i | 1.3
COc1ccc(CCNC(=O)CN2C(=O)COc3ccc(S(=O)(=O)N4CCOCC4)cc32)cc1OC | 1.9% | -2.5% | -3% | -8% | 4% | 5% | 14% | 4% | i | 1.2
CCOC(=O)N1CCC(NCCNC(=O)c2ccco2)CC1 | -0.6% | -0.3% | -10% | nt | 11% | 3% | 15% | 8%[20 µM] | i | 0.8
COc1ccc(/C(C#N)=C/c2ccccn2)cc1 | 0.9% | 0.6% | 3% | -4% | -10% | -1% | -112% | 12% | i | 0.4
Nc1nc2c(ncn2COC(CO)CO)c(=O)[nH]1 | -0.2% | 2.6% | -1% | 2%&-7% | -26% | -1% | 14% | -46% | + | 6.2*
CCCC(O)(c1ccc(OC)cc1)C(CN(C)C)c1ccccc1 (stereo not drawn) | -0.1% | -4.2% | -4% | 0% | -1% | 5% | 3% | -5% | i | 5.1
Cc1ccccc1-c1noc(-c2cccs2)n1 | -0.2% | 2.3% | -7% | 6% | -24% | -2% | -32% | -3% | i | 3.5
Cc1cc(C)c(C(=O)CN2C(=O)NC3(CCC(C)CC3)C2=O)cc1C (stereo not drawn) | 1.1% | 5.2% | -5% | -4% | -6% | -2% | 19% | 24% | i | 0.6
O=C(CN1C(=O)c2ccccc2S1(=O)=O)c1cccc(Br)c1 | -0.7% | -7.3% | -8% | -4% | -40% | 2% | 1% | 31% | i | 1.6
O=[N+]([O-])c1cc(/C=N/n2c(-c3ccncc3)n[nH]c2=S)ccc1Cl | 4.1% | -2.7% | -4% | 0% | 3% | 11% | 15% | -25% | i | 0.4
O=C(CN(c1ccc2c(c1)OCCO2)S(=O)(=O)c1ccccc1)Nc1ccc2c(c1)OCO2 | -1.2% | 0.9% | 0% | -6% | 7% | -3% | -1% | 6% | i | 0.3
CCOC(=O)Cc1nn(Cc2ccccc2)c(=O)c2ccccc12 | -1.5% | -0.1% | -4% | nt | -24% | 1% | 7% | -12% | i | 0.0
Fc1cc(Cl)ccc1NC(=S)NCCN1CCOCC1 | -0.2% | -4.4% | -7% | -3% | -23% | 3% | -7% | -9%[20 µM] | i | 0.6
Cc1ccc(S(=O)(=O)N2CCOCC2)cc1NC(=O)COC(=O)CNC(=O)c1ccc(Oc2ccccc2)cc1 | 2.1% | 4.0% | 2% | -13% | -20% | 0% | 14% | nt | i | 0.6

Next part; it opens with the three that closed the last part.
SMILES | HIV peptide binding | KOR beta-arrestin-1 | LYP inhibition | PhoP inhibition | NOD1 NF-kB reporter | SIAH1 antagonists | NOD2 inhibition | KOR beta-arrestin-2 | Myeloid diff MLP | Myeloid diff MLP GFP+ MAC1+ %
CCOC(=O)Cc1nn(Cc2ccccc2)c(=O)c2ccccc12 | -1.5% | -0.1% | -4% | nt | -24% | 1% | 7% | -12% | i | 0.0
Fc1cc(Cl)ccc1NC(=S)NCCN1CCOCC1 | -0.2% | -4.4% | -7% | -3% | -23% | 3% | -7% | -9%[20 µM] | i | 0.6
Cc1ccc(S(=O)(=O)N2CCOCC2)cc1NC(=O)COC(=O)CNC(=O)c1ccc(Oc2ccccc2)cc1 | 2.1% | 4.0% | 2% | -13% | -20% | 0% | 14% | nt | i | 0.6
CCN1CC(=O)Nc2cc(S(=O)(=O)N3CCOCC3)ccc21 | 0.8% | -1.6% | -3% | 7% | -22% | 12% | 8% | -2% | i | 1.0
Cc1ccc(S(=O)(=O)N(C(=N)N)c2nc(N(C)C)nc(N(C)C)n2)cc1 | -0.6% | -6.6% | -3% | nt | -5% | -1% | 26% | 14% | i | 0.5
COc1ccc(C(=O)N2CCCC(c3nc(-c4cc(OC)c(OC)c(OC)c4)no3)C2)cc1 (stereo not drawn) | 0.6% | 1.3% | -3% | -11% | 10% | -1% | 14% | 4% | i | 6.9
O=C(NCC1CCCO1)c1nc2c(nnn2Cc2ccccc2Cl)c(=O)[nH]1 (stereo not drawn) | 0.3% | -1.8% | -5% | 10% | -4% | 0% | -14% | -22% | i | 1.8
CC(C)N1CC(C(=O)Nc2cc(Cl)cc(Cl)c2)CC1=O (stereo not drawn) | -0.7% | 2.4% | -8% | -1% | -23% | 4% | 19% | -23%[20 µM] | i | 0.8
CCOC(=O)C1CCN(C(=O)COc2ccc(N(C)S(=O)(=O)c3ccc(OCC)cc3)cc2)CC1 | -2.9% | 5.0% | -6% | 2% | -1% | 2% | 12% | -13% | i | 0.6
Cc1cccn2c(=O)c(C=O)c(N3CCN(c4ccc(F)cc4)CC3)nc12 | 7.7% | -0.4% | -10% | -1% | -16% | 0% | 20% | -2%[20 µM] | i | 0.2
CC(=O)c1ccc(OCc2cccc(C(F)(F)F)c2)cc1O | -1.8% | -6.5% | 0% | 9% | -31% | 1% | -7% | -22% | i | 0.7
CC(NC(=O)CN(C)Cc1cccc(Cl)c1)c1ccccc1 (stereo not drawn) | -0.8% | -1.7% | -6% | 6% | -22% | 2% | 24% | -12% | i | 0.5
CCC(c1nnc(SCC(=O)Nc2ccc(C(=O)N(C)C)cc2)n1Cc1ccccc1)N(C)C (stereo not drawn) | -0.1% | 4.4% | -14% | -2% | -38% | 3% | -2% | 2% | i | 0.0
CC(C)OC(=O)c1c(NS(=O)(=O)c2ccccc2)sc2c1CCCC2 | 4.8% | -2.5% | -8% | 3% | -23% | 5% | 11% | 2% | i | 0.4
O=C(O)c1cccc(N/N=C/c2cccc3ccccc23)c1 | 24% | -0.3% | -8% | 10% | nt | -6% | nt | -41% | i | 1.4
Cc1ccc(S(=O)(=O)NC(CC(=O)n2nc(C)cc2C)c2ccccc2)cc1 (stereo not drawn) | 1.5% | 2.5% | -1% | 2% | 4% | 4% | 1% | 39% | i | 0.8
COc1cc(/C=N\N=C2/SC(CC(=O)O)C(=O)N2c2ccc(O)cc2)ccc1O (stereo not drawn) | -0.5% | 0.5% | 1% | 4% | -26% | 4% | -14% | -3% | i | 2.9
CCN1CCc2c(OCC(=O)Nc3ccc4c(c3)OCCO4)cccc2C1=O | -1.3% | -4.8% | -10% | 6% | -24% | 13% | 18% | 16% | nt | nt
COc1ccc(C(=O)CSc2nnc(CNC(=O)c3ccc(OC)c(OC)c3)n2C)cc1 | 0.2% | -0.5% | -5% | -3% | -20% | 2% | 2% | 45% | i | 0.7
C=CCc1cc(Cl)ccc1OCCOCCNC(C)CC (stereo not drawn) | 0.9% | -2.9% | -2% | 3% | -40% | 5% | -23% | 1% | i | 0.2
Cc1cc(C)c(NC(=O)C2CCC(=O)N2)c(C)c1 (stereo not drawn) | 0.9% | -4.9% | -8% | -2% | -14% | 6% | 3% | -4%[20 µM] | ? | nt
COc1ccccc1/C=C1\SC(=S)N(CCC(=O)NCCc2ccc(O)cc2)C1=O | 0.2% | 9.8% | -6% | 6% | 7% | 0% | -10% | -36% | ? | nt
COc1ccc(-n2cnc3scc(-c4ccccc4)c3c2=O)cc1 | -1.9% | -3.0% | -5% | 0% | -13% | -8% | 11% | 19% | i | 0.3
O=S1(=O)CC2NC(=S)N(c3cccc(Br)c3)C2C1 (stereo not drawn) | 0.0% | 2.0% | -5% | 2% | -10% | 2% | 6% | -5% | i | 0.3
COc1ccc(CCNC(=O)C2CCN(Cc3nc(-c4ccccc4F)oc3C)CC2)cc1OC | -3.4% | 3.2% | -3% | 7% | -19% | 0% | 19% | -4% | i | 1.0
O=C(COc1ccccc1F)Nc1cc(S(=O)(=O)N2CCOCC2)ccc1N1CCOCC1 | -1.7% | -8.5% | -1% | -8% | -16% | 3% | -5% | 15% | i | 0.3
COC(=O)/C=c1/s/c(=C(/C#N)C(=O)N2CCOCC2)n(-c2ccccc2)c1=O | 0.8% | -5.5% | 1% | 1% | -16% | 2% | 3% | 3% | i | 1.2
CCNc1nc2c(c(=O)n(C)c(=O)n2C)n1Cc1ccc(Cl)cc1 | 0.7% | 2.3% | -7% | nt | -9% | 2% | 48% | -36%[20 µM] | i | 3.6
N#CCNC(=O)C1CC(=O)N(CCc2ccc(F)cc2)C1 (stereo not drawn) | 0.3% | 1.8% | -7% | -3% | -39% | 1% | -4% | -8%[20 µM] | i | 0.1
CC(=O)Nc1ccc(/C=C/c2noc(-c3ccccc3O)n2)cc1 | 4.0% | -0.7% | -3% | 4% | -11% | 7% | -26% | -14% | i | 0.3

Individual results from the results shown:
CC(=O)Nc1ccc(/C=C/c2noc(-c3ccccc3O)n2)cc1 | Myeloid diff MLP GFP+ MAC1+ % = 0.3
COC(=O)/C=c1/s/c(=C(/C#N)C(=O)N2CCOCC2)n(-c2ccccc2)c1=O | Myeloid diff MLP GFP+ MAC1+ % = 1.2
N#CCNC(=O)C1CC(=O)N(CCc2ccc(F)cc2)C1 (stereo not drawn) | PhoP inhibition = -3%
O=C(COc1ccccc1F)Nc1cc(S(=O)(=O)N2CCOCC2)ccc1N1CCOCC1 | HIV peptide binding = -1.7%
